# TRHR agonist: agonists of human TRH receptor. activation, % at 2 µM. TRHR cells, calcium flux fluo-8, FDSS agonist mode. 360,000 compounds, 0.18% hits. P34981. AID 493084; in the data active means activation above about 30%; further: 0% is about no effect
#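 Fluo-8-loaded TRHR cells; 10 s baseline, compound added, kinetic Ca2+ fluorescence read 1/s, agonist mode.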
# D2 antagonist: D2 dopamine receptor (human) antagonism; HEK293 TREx D2 cells, calcium flux, dopamine EC80; inhibition, % at 10 µM; 340,000 compounds, 2% hits; AID 485344; in the data active means inhibition above about 30%; further: 0% is about no effect
# Target sequence (P14416 whole entry, looked up): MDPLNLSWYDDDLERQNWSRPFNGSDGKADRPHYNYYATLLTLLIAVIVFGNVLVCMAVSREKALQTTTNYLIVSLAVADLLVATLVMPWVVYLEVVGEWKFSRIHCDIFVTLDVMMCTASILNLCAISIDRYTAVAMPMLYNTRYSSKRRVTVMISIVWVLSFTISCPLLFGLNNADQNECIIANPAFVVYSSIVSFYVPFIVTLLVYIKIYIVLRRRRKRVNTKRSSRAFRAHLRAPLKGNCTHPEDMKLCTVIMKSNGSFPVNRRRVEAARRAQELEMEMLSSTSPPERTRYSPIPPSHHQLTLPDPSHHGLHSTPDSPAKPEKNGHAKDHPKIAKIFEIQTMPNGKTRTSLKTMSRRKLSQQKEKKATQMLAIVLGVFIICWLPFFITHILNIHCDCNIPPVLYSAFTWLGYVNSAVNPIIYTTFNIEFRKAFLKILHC
#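 Tetracycline-induced HEK293 T-REx cells expressing D2 force-coupled to calcium signalling were dye-loaded, exposed to compound for 180 s, then challenged with an EC80 of dopamine; calcium flux was followed kinetically for a further 180 s.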
# IDH1 R132H inh: blocks human mutant IDH1 R132H enzyme; 390,000 compounds, 0.093% hits; IDH1-R132H enzyme, NADPH consumption, diaphorase/resazurin fluorescence; Potency, µM (top dose mostly 76.6 µM), inactives show at the highest dose activity change, negative = inhibition, most hits filed as inhibitors; further: potency means the concentration at half of the fitted maximal effect; on the % scale 0 is the no-effect control and ±100 the full control effect; nearly all actives have a fitted effect of over 65% in size
# Target sequence (O75874 whole entry R132H, stated change not applied): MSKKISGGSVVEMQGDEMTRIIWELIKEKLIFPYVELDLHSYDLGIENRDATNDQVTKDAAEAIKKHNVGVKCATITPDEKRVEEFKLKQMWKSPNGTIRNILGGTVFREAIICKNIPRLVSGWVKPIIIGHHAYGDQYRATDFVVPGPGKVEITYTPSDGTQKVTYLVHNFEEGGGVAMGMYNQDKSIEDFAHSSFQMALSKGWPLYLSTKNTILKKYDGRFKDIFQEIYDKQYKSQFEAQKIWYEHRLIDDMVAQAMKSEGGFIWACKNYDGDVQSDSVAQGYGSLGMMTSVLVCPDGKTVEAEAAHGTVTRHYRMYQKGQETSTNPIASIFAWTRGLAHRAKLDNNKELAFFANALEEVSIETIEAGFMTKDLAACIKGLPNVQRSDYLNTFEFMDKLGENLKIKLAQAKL
#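 IDH1-R132H (0.5 ug/mL) preincubated 30 min with compound, then NADPH (0.016 mM) and alpha-KG (2 mM) added; 80 min at RT, pH 7.5. Remaining NADPH coupled via diaphorase/resazurin to fluorescence (540/590 nm); concentration-response curves normalized to no-enzyme control.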
# TrxR1 substrate: rat thioredoxin reductase 1 substrate activity; Potency, µM (highest dose often 114 µM), inactives show at the highest dose activity change, negative = substrate turnover; 390,000 compounds, 0.01% hits; purified TrxR1 substrate turnover, NADPH consumption readout; O89049; further: potency means the concentration at half of the fitted maximal effect; on the % scale 0 is the no-effect control and ±100 the full control effect; nearly all actives have a fitted effect of over 50% in size
#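 Rat TrxR1, dispensed at 90 nM, was prereduced with 400 uM NADPH (final) for 5 min at ~22 deg C, then incubated with compound 15 min before 400 uM selenite. A first-read NADPH fluorescence drop versus no-compound background flagged substrates.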
# USP1-UAF1 inh: blocks the human USP1/UAF1 deubiquitinase complex; recombinant USP1/UAF1, Ub-Rhodamine cleavage fluorescence; Potency, µM (top dose mostly 57.1 µM), for inactives: at the top dose activity change, negative = inhibition, most hits filed as inhibitors; 390,000 compounds, 0.23% hits; further: potency means the concentration at half of the fitted maximal effect; on the % scale 0 is the no-effect control and ±100 the full control effect; nearly all actives have a fitted effect of over 60% in size; inactives centre near -12
#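 1 nM enzyme complex + cpd, 15 min RT; start with Ub-Rho 150nM final; kinetic fluorescence ex 480/em 540, 6 reads q60 s. Buffer 50mM HEPES pH 7.8, 0.5mM EDTA, 0.1 mg/ml BSA, 1mM TCEP, 0.01% Tween-20.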
# Pin1 inh: human Pin1 inhibition; Q13526; Pin1 FP peptide displacement, HiFluor488, 10 min; Potency, µM (top dose mostly 115 µM), without a hit: at the top dose activity, negative = inhibition, hits mostly inhibitors; 390,000 compounds, 0.009% hits; active means well fitted inhibition curve with a large enough effect in the polarisation, with a control signal flat, not every such curve was filed as active; inconclusive means small, poorly fitted or top-dose-only effect, or effect the other way, or a change in a side signal; inactive means no such curve, though single readings can be large or run the other way; the % refers to the polarisation; further: potency means the concentration at half of the fitted maximal effect; on the % scale 0 is the no-effect control and ±100 the full control effect
# Target sequence (Q13526 whole entry, looked up): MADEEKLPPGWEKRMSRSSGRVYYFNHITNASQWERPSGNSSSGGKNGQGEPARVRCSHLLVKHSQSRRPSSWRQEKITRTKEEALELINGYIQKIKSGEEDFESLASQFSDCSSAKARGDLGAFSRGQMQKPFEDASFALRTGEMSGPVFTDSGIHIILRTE
# TRHR PAM: TRH receptor (human) allosteric enhancement | TRHR cells, fluo-8 calcium fluorescence, EC20 TRH enhancement | enhancement, % at 2 µM | P34981 | 360,000 compounds, 0.66% hits; in the data active means enhancement above about 30%; further: 0% is about no effect
#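 TRHR-expressing cells loaded with fluo-8 calcium dye were read kinetically (ex 480/em 530) during compound addition, then stimulated with an EC20 of TRH (10 nM final). Enhancement of the Gq-mediated intracellular calcium response was scored.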
# TrxR1 inh: rat TrxR1 inhibition. AID 588453. Potency, µM (titrated, usually from 114 µM), without a hit: at the top dose activity change, negative = inhibition, usual class: inhibitors. recombinant rTrxR1, NADPH fluorescence consumption, selenite substrate. 390,000 compounds, 1% hits; further: potency means the concentration at half of the fitted maximal effect; on the % scale 0 is the no-effect control and ±100 the full control effect; nearly all actives have a fitted effect of over 65% in size
#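 Rat TrxR1 (90 nM in the dispensed reagent) was pre-reduced with 400 uM NADPH for 5 min at room temperature, then incubated with compound for 15 min. After 400 uM selenite was added, NADPH fluorescence (Ex 340/Em 450 nm) was followed for 8 min.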
# D2 agonist: activates the human D2 dopamine receptor | activation, % at 2 µM | 340,000 compounds, 0.53% hits | HEK293 T-REx D2 cells, calcium flux agonist mode | AID 485358;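 active means activation over 3 SD above normal in the single-dose calcium agonist read, cut at about 30% in these data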; further: 0% is about no effect
#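 Tetracycline-induced HEK293 T-REx cells with force-coupled D2 receptor, plated overnight at 30 C, loaded with no-wash calcium dye. After a 10 s baseline, compound was pin-added and calcium flux read kinetically for 180 s; calcium rises flagged agonists.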
# Numbers without * were called inactive; u = inconclusive; x = no result given; & = joins results of further samples; [ ] = dose if it differs, or a comment. Unless noted, the call rests on the fitted dose curve; in most records, active means well fitted inhibition curve with a large enough effect; inconclusive means small, poorly fitted or top-dose-only effect; inactive means no such curve, though single readings can be large or run the other way. Not all compounds are listed, so the mix of outcomes need not match the whole.
SMILES,TRHR agonist,D2 antagonist,IDH1 R132H inh,TrxR1 substrate,USP1-UAF1 inh,Pin1 inh,TRHR PAM,TrxR1 inh,D2 agonist
O=C(Nc1ccc(F)c(Cl)c1)C1CCN(S(=O)(=O)c2ccc3[nH]c(=O)ccc3c2)CC1,0.5,x,5%,-3%[57.1 µM],u,4%,-2,14%[57.1 µM],-0.1
O=c1oc2c(CN3CCCC3)c(O)ccc2cc1-c1ccccc1,6.5,x,-2%,402%[activator][57.1 µM],-9%,4%,-4,47%[activator][57.1 µM],1.9
C=CCOc1ccccc1/C=N/NC(=O)c1ccc(Cl)cc1Cl,0.2,-8,9%,-6%,-11%,-2%,-4,-12%,-0.5
CCc1cccc(NC(=O)C(Cc2ccccc2)NS(=O)(=O)c2ccc3c(c2)c(=O)n(C)c(=O)n3C)c1 (configuration not stated),-0.5,x,1%,4%,-7%,15%,-10,27%,0.4
CN1CCN(c2cc(=O)n(C3CCCCC3)c(=O)[nH]2)CC1,0.6,-5,-1%,4%[57.1 µM],-6%,9%,-8,25µM*,0.3
Nc1c(Cl)cc(-c2csc(NCCc3nc4cc(Cl)c(Cl)cc4n3CCCO)n2)cc1Cl,0.1,0,7%,4%[57.1 µM],-26%,20%,3,3%[57.1 µM],0.9
Cc1cc(NC(=O)COc2ccccc2C)ccc1NC(=O)c1cccs1,-1.4,5,2%,-9%,-11%,1%,3,11%[57.1 µM],-0.1
CN1CCc2ccccc2C1Cc1ccccc1NC(=O)c1sc2ccccc2c1Cl (configuration not stated),0.7,x,2%,4%[57.1 µM],-9%,-5%,-4,19%[2.29 µM],x
CCCCCN(C(=O)CCC(=O)OCC(=O)N(CC)C1CCCCC1)c1c(N)n(CCCC)c(=O)[nH]c1=O,0.0,0,-9%,-1%,3%,-3%,-1,8%,0.7
Cc1ccc(-n2ncc3c(NCCCn4ccnc4)ncnc32)c(C)c1,-1.1,-1,-3%,3%,-17%,2%,15,7%,-0.2
O=C(O)c1cc(NC(=O)c2cccc(F)c2)cc(NC(=O)c2cccc(F)c2)c1,-0.9,4,7%,9%[57.1 µM],-16%,1%,22,24%[57.1 µM],-0.2
O=C(O)C1SCCN1S(=O)(=O)c1ccc(N=NN2CCOCC2)cc1 (configuration not stated),1.0,-4,17%,0%[57.1 µM],-3%,-1%,-3,11%[57.1 µM],1.2
COC(=O)c1cc(=O)n(Cc2ccc(OC)cc2)c(=NCc2ccc(OC)cc2)s1,0.2,-5,10%,-9%,-20%,-5%,-2,-12%,0.7
CC(=O)Nc1ccc(C(=O)NN2C(=O)c3ccccc3C2=O)cc1,4.8,4,2%,1%[57.1 µM],-14%,3%,2,23%[57.1 µM],-0.2
O=C(CSc1nnnn1C1CCCCC1)N1CCN(C(=O)c2ccco2)CC1,0.2,12,-4%,-4%,-13%,4%,-4,16%,x

# 4 entries from above, with two lines to a compound.
# Values in the order: TRHR agonist	D2 antagonist	IDH1 R132H inh	TrxR1 substrate	USP1-UAF1 inh	Pin1 inh	TRHR PAM	TrxR1 inh	D2 agonist
CCCCCN(C(=O)CCC(=O)OCC(=O)N(CC)C1CCCCC1)c1c(N)n(CCCC)c(=O)[nH]c1=O
    0.0	0	-9%	-1%	3%	-3%	-1	8%	0.7
Cc1ccc(-n2ncc3c(NCCCn4ccnc4)ncnc32)c(C)c1
    -1.1	-1	-3%	3%	-17%	2%	15	7%	-0.2
O=C(O)c1cc(NC(=O)c2cccc(F)c2)cc(NC(=O)c2cccc(F)c2)c1
    -0.9	4	7%	9%[57.1 µM]	-16%	1%	22	24%[57.1 µM]	-0.2
O=C(O)C1SCCN1S(=O)(=O)c1ccc(N=NN2CCOCC2)cc1 (configuration not stated)
    1.0	-4	17%	0%[57.1 µM]	-3%	-1%	-3	11%[57.1 µM]	1.2

# (cont.)
SMILES,TRHR agonist,D2 antagonist,IDH1 R132H inh,TrxR1 substrate,USP1-UAF1 inh,Pin1 inh,TRHR PAM,TrxR1 inh,D2 agonist
COc1ccc(NC2=NC(=S)N(c3ccc(C)cc3)C23CCCCC3)cc1,x,x,1%,6%[57.1 µM],-11%,-16%,x,17%[57.1 µM],x
Oc1ccc2ccccc2c1CNc1ccc(Br)cn1,0.7,-8,-1%,5%,-5%,1%,-3,-17%,0.9
CC[n+]1c(/C=C/c2ccc(OC(C)=O)c(OC)c2)ccc2ccccc21,0.5,-37,15%,-10%,-17%,-2%,4,-33%,1.1
COc1cccc(CN2CCC(Oc3ccc(C(=O)N4CCCCC4)cc3)CC2)c1O,0.3,8,8%,1%,-13%,3%,6,-4%,0.9
CCN(C(=O)CSc1nc2c(cnn2-c2ccccc2)c(=O)[nH]1)C1CCS(=O)(=O)C1 (configuration not stated),-0.2,x,-10%,3%,-9%,-4%,1,8%,x
O=c1[nH]c(C2CCCN(S(=O)(=O)Cc3ccccc3)C2)nc2c1nnn2Cc1cccc(Cl)c1 (configuration not stated),0.6,x,-30%,11%[0.0914 µM],-5%,4%,2,17%[57.1 µM],x
Cc1ccc(NC(=O)CCn2c(=O)c3cccn3c3ccccc32)cc1C,0.4&0.1,4,0%&4%,4%&-6%,-30%&-34%,12%&9%,2&-4,13%&11%,-0.6&0.4
C/C(=N\NC(=O)CC1N=C(Cc2ccccc2)NNC1=O)c1ccc(Br)cc1 (configuration not stated),-2.6,15,-5%,2%,-21%,0%,-3,17%,-1.7
CO/N=C(/C(=O)N[C@@H]1C(=O)N2C(C(=O)O)=CCS[C@H]12)c1cnc(N)s1,0.1,-8,x,x,x,x,-2,x,-0.3
CCn1nc(NS(=O)(=O)c2ccccc2[N+](=O)[O-])c2cc3ccc(C)cc3nc21,-1.1,-3,-15%,-11%,-19%,0%,3,-20%,-0.4
O=C(NC(=S)NCc1cccnc1)c1cc2ccccc2o1,-0.1,-4,3%,-1%[57.1 µM],-13%,0%,-4,-6%[57.1 µM],-0.1
O=C1CN(S(=O)(=O)c2ccc([N+](=O)[O-])cc2)CC(=O)N1,0.0,x,-2%,1%,-10%,3%,4,8%,x
CCCC(=O)Nc1ccc(S(=O)(=O)Nc2cc(OC)ncn2)cc1,0.1,10,5%,5%,-17%,-3%,-2,20%,0.0
Cc1ccc(S(=O)(=O)N2CCC(C(=O)OC(C)C(=O)NC3CCCCC3C)CC2)cc1 (configuration not stated),0.3,-64,-8%,-3%,-21%,3%,6,16%,-0.2
Clc1ccccc1Nc1ncnc2c1nnn2Cc1ccccc1,0.9,18,-1%,16%[57.1 µM],-3%,-4%,-6,71%[activator][57.1 µM],-0.2
COCCN1C(=O)c2oc3ccccc3c(=O)c2C1c1ccc(OC)c(OC)c1 (configuration not stated),0.9,-4,13%,-3%,-7%,-15%,-1,4%[57.1 µM],-0.1
COc1ccccc1NC(=S)NC(=O)C(C)C,2.1,4,1%,6%,-20%,-1%,-5,u,-0.4
Cc1ccc(NC(=S)NC(=O)c2cncc(Br)c2)cc1Cl,x,x,5%,-8%,1%,-7%,x,29%[57.1 µM],x
N#C/C(=C\c1cc2ccccc2nc1N1CCOCC1)C(=O)Nc1ccc(N2CCOCC2)cc1,-0.6,0,-2%,-13%,1%,1%,12,-16%,0.3
COc1ccc(CCNC(=O)c2cnc3sc(N4CCCCCC4)nn3c2=O)cc1OC,0.9,x,0%,1%[57.1 µM],-18%,1%,7,4%[57.1 µM],-1.0
CC(=O)N1CCc2cc(NC(=O)c3ccc(C)cc3)ccc21,0.4,2,13%,-4%,-9%,-1%,7,8%,0.1
CCCCc1nn(-c2cc(Cl)ccc2OC)c2c1C(=O)CCC2,-1.3,-10,-8%,-3%,-20%,6%,4,17%,-0.4
CCN(c1ccc(OC)cc1)S(=O)(=O)c1nnc(NC(=O)c2ccccc2Cl)s1,0.1&0.5,-12,-14%&-2%,-3%&-8%,-19%&-16%,2%&31%,4&14,3%&3%,0.1&0.1
CC(CN1CCCCC1)OC(=O)c1ccccc1Cl (configuration not stated),0.0,6,7%,-9%,-12%,-4%,6,13%[57.1 µM],-1.0
C[C@H]1CCC(=O)N([C@H](CSc2ccccc2)Cc2ccccc2)CC1,-0.4,-12,2%,-6%&-3%,-25%,-2%,-1,6%&13%,-1.1
CC1=C(C(N)=O)C(c2cccnc2)n2nc(SCc3ccccc3Cl)nc2N1 (configuration not stated),0.3,35*,12%,-3%,-6%,-1%,-1,2%,-1.7
CCCn1c(-c2nonc2N)nc2ccccc21,0.3,20,2%,-8%,-3%,6%,-4,4%[57.1 µM],0.7
COCCN(C(=O)COC(=O)CSc1ccc2ccccc2c1)c1c(N)n(Cc2ccccc2)c(=O)[nH]c1=O,0.1,-18,-2%,6%[57.1 µM],-17%,29%,-2,11%,-0.1
Cc1ccsc1C(=O)OCC(=O)N1CCOCC1,0.1,14,-2%,0%,-3%,-8%,-6,9%,1.2
CCc1cccc(NC(=O)CCC(=O)N2CCSc3ccccc32)c1,0.6&0.2,0,12%&-5%,2%&3%,-10%&-16%,-8%&2%,3&23,23%&8%,0.8&0.2
CSc1c(SCc2ccccc2)cnn(-c2ccccc2)c1=O,0.6,-1,2%,-10%,0%,-1%,-3,-4%,-0.9
CCC1Nc2ncnc(N3CCN(c4ccccn4)CC3)c2N(Cc2ccc(Cl)cc2)C1=O (configuration not stated),0.4,-16,-9%,11%[57.1 µM],-13%,-7%,-8,24%[57.1 µM],2.3

# Part of the list above, showing only D2 antagonist, USP1-UAF1 inh and Pin1 inh.
SMILES	D2 antagonist	USP1-UAF1 inh	Pin1 inh
CCN(C(=O)CSc1nc2c(cnn2-c2ccccc2)c(=O)[nH]1)C1CCS(=O)(=O)C1 (configuration not stated)	x	-9%	-4%
O=C(NC(=S)NCc1cccnc1)c1cc2ccccc2o1	-4	-13%	0%

# From PubChem
